Compound activity deposited in PubChem by several laboratories.
Rv3671c protease: Rv3671c (M. tuberculosis) protease inhibition | P9WHR9 | inhibition, % at 5.96 µM | 320,000 compounds, 0.048% hits; in the data active means inhibition above about 38%;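 further: extracellular domain of Rv3671c used as enzyme; 0% = enzyme with DMSO and 100% = no enzyme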
Target sequence (P9WHR9 whole entry, looked up, the tested form may be a part): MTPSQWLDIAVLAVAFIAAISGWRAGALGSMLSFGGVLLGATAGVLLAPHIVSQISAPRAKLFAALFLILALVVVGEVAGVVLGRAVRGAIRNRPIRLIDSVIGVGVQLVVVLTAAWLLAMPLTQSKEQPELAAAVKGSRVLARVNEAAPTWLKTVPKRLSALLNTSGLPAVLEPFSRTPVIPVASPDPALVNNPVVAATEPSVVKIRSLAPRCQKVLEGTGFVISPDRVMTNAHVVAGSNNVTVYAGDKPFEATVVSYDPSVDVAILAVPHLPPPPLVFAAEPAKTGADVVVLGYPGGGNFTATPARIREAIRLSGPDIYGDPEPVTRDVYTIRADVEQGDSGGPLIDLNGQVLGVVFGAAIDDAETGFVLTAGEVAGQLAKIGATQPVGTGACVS
PrPC surface inh: inhibitors of human cell surface prion protein PrPC; P04156; TR-FRET read-out; inhibition, % at 13.8 µM; 370,000 compounds, 0.43% hits; AID 720596; in the data active means inhibition above about 24%; further: 0% = median of the test wells and 100% = reference compound wells
TcdB GH inh: blocks C. difficile toxin B glycohydrolase activity. P18177. TcdB glycohydrolase enzymatic assay, plate reader. inhibition, % at 9.99 µM. 350,000 compounds, 0.24% hits; in the data active means inhibition above about 10%
MazF activator: activators of E. coli MazEF toxin-antitoxin RNase; FAM/BHQ RNA-DNA oligo cleavage fluorescence, 5 h; activation, % at 20 µM; 350,000 compounds, 0.32% hits; AID 504720; in the data active means activation above about 50%
Target sequence (P0AE70 whole entry, looked up): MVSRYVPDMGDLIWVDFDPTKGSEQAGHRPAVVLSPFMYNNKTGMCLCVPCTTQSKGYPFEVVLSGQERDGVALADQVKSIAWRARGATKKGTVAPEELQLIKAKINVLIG
3CLpro inhibitor: SARS-CoV 3CLpro protease inhibition; P0C6X7; recombinant SARS-CoV 3CLpro, quenched FRET peptide cleavage; inhibition, % at 6 µM; 290,000 compounds, 0.14% hits; AID 1706; in the data active means inhibition above about 12%
DUSP3 inh: blocks human VHR1 dual specificity phosphatase; AID 1654; 290,000 compounds, 0.52% hits; P51452; inhibition, % at 13.3 µM; recombinant VHR phosphatase, pNPP absorbance; in the data active means inhibition above about 50%; further: some compounds called inactive have numbers as strong as hits
Target sequence (P51452 whole entry, looked up): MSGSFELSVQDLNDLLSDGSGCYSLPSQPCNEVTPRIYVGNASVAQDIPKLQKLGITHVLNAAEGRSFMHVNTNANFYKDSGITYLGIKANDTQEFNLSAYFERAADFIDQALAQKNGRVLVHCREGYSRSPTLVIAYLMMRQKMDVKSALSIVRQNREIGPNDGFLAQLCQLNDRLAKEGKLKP
CCHFV vOTU inh: blocks the CCHF virus ovarian tumor domain protease | CCHFV vOTU protease, Pep-AMC fluorescence | 370,000 compounds, 0.55% hits | inhibition, % at 11.5 µM; in the data active means inhibition above about 30%; further: 0% = vehicle wells with enzyme and 100% = no enzyme wells
Yp Topo-I inh: inhibitors of Yersinia pestis topoisomerase I; Y. pestis Topo-I cleavage product accumulation, plate reader; 360,000 compounds, 0.064% hits; activity, % at 10 µM; AID 504884; in the data active means activity above about 50%, passing the limit was not always enough; further: inactives centre near 2
SSB-PriA inh: blocks PriA binding to SSB C-terminal tail; inhibition, % at 33 µM; AlphaScreen SSBct-PriA binding, biotinylated peptide; 430,000 compounds, 0.6% hits; AID 1272365; in the data active means inhibition mostly above about 37%, no sharp cut-off; inactive means mostly below about 20%;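 further: plate controls were negative control peptide for no effect and reference peptide for full effect; strong numbers were not always called active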
Vc quorum ag: inducers of Vibrio cholerae quorum light production without autoinducers. V. cholerae BH1578 lux reporter, luminescence, 6 h. activation, % at 18.7 µM. 350,000 compounds, 0.16% hits; in the data active means activation mostly above about 9.7%, no sharp cut-off; further: not every result past the cut was called active; inactives centre near 0; reference of the scale not given here
The depositor's hits bear a star; i = inactive; . = not tested or not shown; & = joins results of further samples.

Start of the data: the first five compounds (preview)
SMILES	Rv3671c protease	PrPC surface inh	TcdB GH inh	MazF activator	3CLpro inhibitor	DUSP3 inh	CCHFV vOTU inh	Yp Topo-I inh	SSB-PriA inh	Vc quorum ag
O=C(CCN1C(=O)c2ccccc2S1(=O)=O)NCc1ccccc1	-1	-5	0.9	2	.	.	9	9	-1	i
CCCCn1c(N)c(N(CC(C)C)C(=O)C2=NN(c3cc(C)ccc3C)C(=O)CC2)c(=O)[nH]c1=O	1	5	0.6	-4	.	.	2	0	-10	-5.6
CC(=O)Nc1ccccc1C(=O)N1CCN(Cc2ccccc2)CC1	-2	1	-5.2	-6	4	34	3	-9	-5	-0.3
COC(CNc1cc(=O)oc2ccccc12)OC	0	7	.	4	-7	-7	6	-1	-8	7.1
CCN(CC)C1CCN(C(=O)c2cc(COc3cccc4cccnc34)on2)C1 (stereo not given)	.	-12	1.0	10	-1	16	6	-2	-5	-0.5

The list itself (from the top)
SMILES	Rv3671c protease	PrPC surface inh	TcdB GH inh	MazF activator	3CLpro inhibitor	DUSP3 inh	CCHFV vOTU inh	Yp Topo-I inh	SSB-PriA inh	Vc quorum ag
O=C(CCN1C(=O)c2ccccc2S1(=O)=O)NCc1ccccc1	-1	-5	0.9	2	.	.	9	9	-1	i
CCCCn1c(N)c(N(CC(C)C)C(=O)C2=NN(c3cc(C)ccc3C)C(=O)CC2)c(=O)[nH]c1=O	1	5	0.6	-4	.	.	2	0	-10	-5.6
CC(=O)Nc1ccccc1C(=O)N1CCN(Cc2ccccc2)CC1	-2	1	-5.2	-6	4	34	3	-9	-5	-0.3
COC(CNc1cc(=O)oc2ccccc12)OC	0	7	.	4	-7	-7	6	-1	-8	7.1
CCN(CC)C1CCN(C(=O)c2cc(COc3cccc4cccnc34)on2)C1 (stereo not given)	.	-12	1.0	10	-1	16	6	-2	-5	-0.5
Cc1ccc(NC(=O)c2noc(C(C)C)c2[N+](=O)[O-])cc1	4	5	-0.6	4	4	-33	0	-2	-5	-0.3
O=c1nc(N/N=C/c2c[nH]c3ccccc23)cn[nH]1	8	-10	-1.1	8	1	12	14	-6	.	-0.2
Cc1cccc(C)c1NC(=O)COC(=O)CN1C(=O)C2CCCCC2C1=O (stereo not given)	0	0	-0.7	6	.	.	-1	4	3	-0.8
CCCCn1nc(NC(=O)COC)c2cc3cc(OC)ccc3nc21	0	-9	1.3	-1	-6	-20	-28	-8	-27	i
COc1cccc(C(=O)Nc2cccnc2)c1	7	1	1.8	3	5	-14	-19	11	-6	0.3
OCCCc1cn(Cc2ccccc2)c2ccccc12	3	6	1.5	-7	1	1	0	9	8	0.3
Cc1ccc(-n2ncc3c(=O)n(CC(=O)NCc4ccco4)cnc32)cc1	-5	5	.	10	0	4	-4	-6	3	2.1
Cc1ccc(S(=O)(=O)CCCS(=O)(=O)c2ccc(C)cc2)cc1	-9	-5	.	6	-1	29	-5	4	-14	.
Cn1c(C(=O)NCc2ccco2)cc2c(=O)[nH]c3ccccc3c21	-6	-2	.	-3	-4	30	-8	5	-9	-0.3
CCOC(=O)c1sc(=NC(=O)c2cccc(OC)c2)n(C)c1C	-5	5	.	-18	-2	14	8	0	-15	i
COc1ccc(-c2nc(NC(=O)Cn3ccc(C(F)(F)F)n3)sc2C)cc1	-2	17	.	-2	0	12	11	-2	1	-0.2
O=C1C=C(c2ccc3c(c2)OCO3)C[C@@H](c2ccc3c(c2)OCO3)C1	0	-3	-0.6	22	.	.	-1	11	0	-0.7
CCn1c(CSCc2c(Cl)cccc2Cl)n[nH]c1=S	-3	2	2.6	-3	6	-11	-3	17	2	-0.3
COC(=O)C[C@H]1C[C@H]2c3cc(NC(=O)C4CCOCC4)ccc3O[C@H]2[C@H](CO)O1	.	0	0.3&-1.4	1	.	.	-6	-1	.	i
COc1ccccc1NS(=O)(=O)c1cc(NC(C)=O)ccc1N1CCCCC1	-1	6	0.4	5	5	22	-9	-3	-2	i
Cc1ccc(-c2nn(C)c(=O)c3ccccc23)cc1CN1CCCCC1	4	-10	0.1	5	-3	-3	-10	-3	-3	-1.0
Cc1ccc2c(c1)C1CN(C)CCC1N2Sc1ccccc1[N+](=O)[O-] (stereo not given)	0	-4	1.4	12	-8	-5	-4	-8	55*	i
Cn1cc(S(=O)(=O)N2CCCC2)cc1C(=O)NCc1ccccc1	1	-9	5.7	11	-2	-14	1	-3	-12	-0.3
O=C(CSCc1ccc(C(=O)O)cc1)Nc1ccc2ccccc2c1	-6	-1	0.5	5	2	-3	8	3	-10	-0.5
COc1ccccc1-c1cc(C(=O)Nc2ccc(F)cc2F)no1	-5	0	.	-6	-4	4	0	-5	-9	-0.2
COc1ccc(-c2noc(CCC(N)=O)n2)cc1OC	2	-1	.	-5	2	18	0	2	-8	i
COc1ccc(S(=O)(=O)N2CCN(CCC(=O)Nc3ccc(F)cc3)CC2)cc1	-4	5	.	2	-3	-8	12	-2	-4	i
CCCCN(Cc1ccccc1)c1ncnc2nc[nH]c12	1	.	.	-7	-1	12	.	-4	11&-11	-0.3
CCOC(=O)N1CCC(=NNC(=O)c2ccc(O)cc2)CC1	2	-6	.	-7	0	8	-9	2	5	i
COc1ccc(CCNC(=S)NC(=O)c2cc(OC)c(OC)c(OC)c2)cc1OC	-8	5	0.6	-20	2	14	7	30	12	-0.5
Nc1nc(-c2ccccc2)c(N=Nc2cccnc2)s1	4	-46	1.1	4	2	-8	11	-19	1	0.1
Cc1ccc(NC(=O)Cc2cn(C)c3ccccc23)cc1F	-1	18	0.3	1	-3	-5	7	-8	-9	-0.3
C=CCn1c(O)c(CN2CCOCC2)c(C)c(C#N)c1=O	-9	.	.	8	-5	10	.	-3	-14	1.4
O=C(CNS(=O)(=O)c1ccc(Br)cc1)N1CCOCC1	2	-5	.	5	1	10	-3	-2	-4	i
Cc1cccc(OCc2nnc(SCC(=O)Nc3ccc(C)c(C)c3)o2)c1	1	-4	0.4	-10	3	18	5	3	-4	i
COc1cccc(-c2csc(N3CCN(C(=S)NCC(C)C)CC3)n2)c1	10	-1	0.5	-10	6	5	-7	17	2	i
CCOC(=O)N1CCN(C2OC(=O)c3ccccc32)CC1 (stereo not given)	4	-3	.	-1	-3	0	1	0	-7	i
CCOC(=O)c1c(-n2cnnn2)sc(C)c1C	-3	5	.	12	-9	30	-5	3	5	-1.8
CCOc1ccccc1NC(=O)CSc1nnc(CNC(=O)c2c(F)cccc2Cl)o1	-8	-3	1.0	0	-6	10	16	1	5	-0.4
COc1ccccc1N1CCN(C(=O)CSc2nnc(NC(=O)c3ccco3)s2)CC1	2	0	.	5	-1	11	12	2	-16	-0.3

Random excerpt: 7 records from the list, in no set order.
SMILES	Rv3671c protease	PrPC surface inh	TcdB GH inh	MazF activator	3CLpro inhibitor	DUSP3 inh	CCHFV vOTU inh	Yp Topo-I inh	SSB-PriA inh	Vc quorum ag
Cc1ccc(-c2nn(C)c(=O)c3ccccc23)cc1CN1CCCCC1	4	-10	0.1	5	-3	-3	-10	-3	-3	-1.0
COC(CNc1cc(=O)oc2ccccc12)OC	0	7	.	4	-7	-7	6	-1	-8	7.1
COC(=O)C[C@H]1C[C@H]2c3cc(NC(=O)C4CCOCC4)ccc3O[C@H]2[C@H](CO)O1	.	0	0.3&-1.4	1	.	.	-6	-1	.	i
C=CCn1c(O)c(CN2CCOCC2)c(C)c(C#N)c1=O	-9	.	.	8	-5	10	.	-3	-14	1.4
CCOc1ccccc1NC(=O)CSc1nnc(CNC(=O)c2c(F)cccc2Cl)o1	-8	-3	1.0	0	-6	10	16	1	5	-0.4
Cn1cc(S(=O)(=O)N2CCCC2)cc1C(=O)NCc1ccccc1	1	-9	5.7	11	-2	-14	1	-3	-12	-0.3
O=C(CNS(=O)(=O)c1ccc(Br)cc1)N1CCOCC1	2	-5	.	5	1	10	-3	-2	-4	i

(further entries)
SMILES	Rv3671c protease	PrPC surface inh	TcdB GH inh	MazF activator	3CLpro inhibitor	DUSP3 inh	CCHFV vOTU inh	Yp Topo-I inh	SSB-PriA inh	Vc quorum ag
COCC(=O)NCCNc1nc2ccc(C)cc2cc1C	0	-8	.	5	-1	25	-10	5	-10	-2.9
COc1ccc(NC(=S)Nc2ncccc2C)cc1OC	-2	-7	1.7	-2	1	-7	5	6	-3	-0.2
Oc1ccc2nnc3c(Br)cnn3c2c1	8	-34	4.2	-381	4	-2	-7	2	-10	i
CCn1c(C)nc2cc(S(=O)(=O)Nc3ccc(C)cc3)ccc21	-12	1	2.0	5	1	27	-2	-3	-4	i
CCCCn1c(N)c(N(CC(C)C)C(=O)c2ccc(-n3c(C)ccc3C)cc2)c(=O)[nH]c1=O	-4	-7	0.6	0	.	.	-1	16	-10	i
O=S(=O)(c1ccc(-c2ccon2)s1)N1CCOCC1	-10	-6	0.2	7	0	41	1	2	-18	i
CC(NCC(=O)NCC(=O)Nc1ccc(F)cc1)c1cccc(C(F)(F)F)c1 (stereo not given)	-4	6	-0.3	-5	.	.	6	2	-9	i
N#C/C(=C\c1cccs1)c1nc2ccccc2[nH]1	-13	1	.	22	2	2	-3	5	1	-1.4
CCc1ccccc1NC(=O)Cn1nnc(-c2cccnc2)n1	0	8	.	13	-2	28	-9	0	-11	i
Nc1cc2c(cc1Br)[nH]c(=O)c1ccccc12	.	3	0.2	9	.	.	101*	-22	4	i
COc1cccc(Cn2c3ccc(NC(=O)Cc4ccccc4C)cc3c(=O)n2C)c1	.	-1	1.5	.	.	.	-86	-8	.	i
O=C(NN1CC(=O)N(c2cc(Cl)cc(Cl)c2)CC1=O)c1sccc1Cl	5	-4	0.7	4	-2	16	-9	-6	-7	-1.4
O=C(N/C(=C/c1ccc(Br)cc1)C(=O)N1CCOCC1)c1ccco1	3	-6	0.0	2	-2	0	-1	-11	-16	-0.5
O[C@@H]1CN(CC2CCCCC2)[C@@H](c2ccccc2)C[C@H]1n1cc(C2CC2)nn1	.	3	-6.7	0	.	.	25	32	.	-0.7
O=C1C2C3C=CC(C3)C2C(=O)N1Nc1ccccc1 (stereo not given)	3	-7	0.3	10	0	21	1	-9	-6	-0.6
COc1ccc(NC(=O)c2ccccn2)cc1S(=O)(=O)N1CCOCC1	-3	4	0.6	-7	1	4	7	-3	0	-1.8
O=C(CS(=O)CC(=O)Nc1cnc2ccccc2c1)Nc1ccc(Cl)cc1 (stereo not given)	-11	1	2.0	7	6	29	-1	-1	-3	-0.2
COc1ccc(/C=N/NC(=O)CNC(=O)c2ccc(S(=O)(=O)N3CCOCC3)cc2)c(OC)c1	-11	-5	.	-2	1	3	7	-5	.	-3.1
COC(=O)c1ccc(Cl)c(NC(=O)CN2CCC(C)CC2)c1	-3	6	.	-8	-1	-34	14	26	-9	i
N#C/C(=C\c1ccc(N2CCCCC2)o1)C(=O)Nc1cccc(Br)c1	3	-2	.	-637	3	-7	4	3	-10	-0.3

These rows are one share of the data. The share of hits here may be higher or lower than overall.
